Source: PubChem
SARS 3CLpro inh: SARS-CoV 3CLpro protease inhibition. recombinant SARS-CoV 3CLpro, quenched FRET peptide cleavage. P0C6X7. inhibition, % at 6 µM. AID 1706. 290,000 compounds, 0.14% hits; in the data active = inhibition above about 12%
BoNT-F LC inh: blocks Botulinum neurotoxin F light chain protease | Multiplex microsphere protease cleavage assay, flow cytometry | 360,000 compounds, 0.22% hits | inhibition, % at 10 µM; in the data active = inhibition above about 35%, passing the limit was not always enough; inconclusive = no clear call, values can overlap the other calls; also: plate controls were buffer without enzyme for full effect and enzyme alone for no effect
MazF activator: increases E. coli MazEF RNase cleavage of RNA. P0AE70. 350,000 compounds, 0.32% hits. activation, % at 20 µM. FAM/BHQ RNA-DNA oligo cleavage fluorescence, 5 h; in the data active = activation above about 50%
Target sequence (P0AE70 whole entry, looked up): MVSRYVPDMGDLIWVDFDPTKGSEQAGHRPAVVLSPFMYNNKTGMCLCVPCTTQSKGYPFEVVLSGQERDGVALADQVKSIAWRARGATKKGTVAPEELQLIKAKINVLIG
CCHFV vOTU inh: blocks the CCHF virus ovarian tumor domain protease. inhibition, % at 11.5 µM. 370,000 compounds, 0.55% hits. CCHFV vOTU protease, Pep-AMC fluorescence; in the data active = inhibition above about 30%; also: 0% = vehicle wells with enzyme and 100% = no enzyme wells
PriA SSB inh: K. pneumoniae PriA-SSBct interaction inhibition; AlphaScreen SSBct-PriA binding, biotinylated peptide; inhibition, % at 33 µM; 430,000 compounds, 0.6% hits; AID 1272365; in the data active = inhibition mostly above about 37%, no sharp cut-off; inactive = mostly below about 20%;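 also: plate controls were negative control peptide for no effect and reference peptide for full effect; strong numbers were not always called active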
Rv3671c protease: Rv3671c (M. tuberculosis) protease inhibition | inhibition, % at 5.96 µM | 320,000 compounds, 0.048% hits | AID 2606 | P9WHR9; in the data active = inhibition above about 38%;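 also: extracellular domain of Rv3671c used as enzyme; 0% = enzyme with DMSO and 100% = no enzyme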
PrPC surface inh: inhibitors of human cell surface prion protein PrPC. inhibition, % at 13.8 µM. TR-FRET read-out. P04156. AID 720596. 370,000 compounds, 0.43% hits; in the data active = inhibition above about 24%; also: 0% = median of the test wells and 100% = reference compound wells
Anthrax LF inh2: anthrax lethal factor protease inhibition; P15917; multiplex microsphere protease cleavage assay, LF; inhibition, % at 10 µM; 360,000 compounds, 0.12% hits; also: plate controls were buffer without enzyme for full effect and enzyme alone for no effect
Target sequence (P15917 whole entry, looked up): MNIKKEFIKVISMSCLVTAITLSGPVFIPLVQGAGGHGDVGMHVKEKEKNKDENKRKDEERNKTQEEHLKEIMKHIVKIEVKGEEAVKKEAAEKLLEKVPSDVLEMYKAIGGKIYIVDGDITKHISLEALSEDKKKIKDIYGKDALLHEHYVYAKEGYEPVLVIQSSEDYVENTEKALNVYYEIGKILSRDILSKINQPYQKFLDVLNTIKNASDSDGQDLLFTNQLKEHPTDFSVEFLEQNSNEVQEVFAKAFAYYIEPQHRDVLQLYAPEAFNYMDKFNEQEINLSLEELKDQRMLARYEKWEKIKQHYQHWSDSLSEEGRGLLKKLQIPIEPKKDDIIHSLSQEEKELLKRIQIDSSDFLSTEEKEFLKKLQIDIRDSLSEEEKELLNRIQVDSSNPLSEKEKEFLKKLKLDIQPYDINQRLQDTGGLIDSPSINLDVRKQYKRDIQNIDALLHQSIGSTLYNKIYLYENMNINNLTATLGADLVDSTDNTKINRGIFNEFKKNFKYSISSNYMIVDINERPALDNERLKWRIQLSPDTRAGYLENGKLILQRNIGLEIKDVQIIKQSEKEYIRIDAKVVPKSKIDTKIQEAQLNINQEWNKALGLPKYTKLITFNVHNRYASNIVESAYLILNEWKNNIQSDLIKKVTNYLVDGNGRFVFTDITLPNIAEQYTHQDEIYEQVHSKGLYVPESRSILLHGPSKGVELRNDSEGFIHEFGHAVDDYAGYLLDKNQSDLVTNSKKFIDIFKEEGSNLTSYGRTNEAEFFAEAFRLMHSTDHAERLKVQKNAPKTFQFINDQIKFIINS
BoNT-A LC inh2: inhibitors of Botulinum neurotoxin A light chain protease. 360,000 compounds, 0.17% hits. AID 588499. inhibition, % at 10 µM. multiplex microsphere protease substrate cleavage, flow cytometry; also: plate controls were buffer without enzyme for full effect and enzyme alone for no effect
DUSP3 inh: blocks human VHR1 dual specificity phosphatase; P51452; recombinant VHR phosphatase, pNPP absorbance; inhibition, % at 13.3 µM; 290,000 compounds, 0.52% hits; AID 1654; in the data active = inhibition above about 50%; also: some compounds called inactive have numbers as strong as hits
An asterisk follows results filed as active; ? = inconclusive; nt = no result given; & = joins results of further samples. Rule as the data show it, unless noted: active = inhibition above about 30%; inconclusive = no clear call, values can overlap the other calls; inactive = below that.

molecule	BoNT-F LC inh	Rv3671c protease	SARS 3CLpro inh	DUSP3 inh	PrPC surface inh	Anthrax LF inh2	MazF activator	PriA SSB inh	BoNT-A LC inh2	CCHFV vOTU inh
CCCSc1nc2c(c(=O)[nH]c(=O)n2C)n1CCc1ccccc1	-6	7	4	10	-5	0	12	-12	-0.3	2
O=C(COC(=O)C1CCN(S(=O)(=O)c2ccc(Cl)c(C(F)(F)F)c2)CC1)NCc1ccco1	6	-3	nt	nt	-4	0	-7	-13	3.0	2
COc1ccc(-c2noc(CSc3nc(-c4ccccc4)cc(=O)[nH]3)n2)cc1OC	4	-14	1	-8	-7	-5	-4	-5	0.4	7
Nc1nc(COC(=O)C2CC(=O)N(Cc3ccccc3Cl)C2)nc(Nc2ccccc2)n1 (centres undefined)	-1	-2	nt	nt	5	-4	5	6	-1.9	6
CC(C)(C)NC(=O)C1(C)CCC(=O)N1C1CCN(Cc2ccccc2)CC1 (centres undefined)	-3	nt	nt	nt	4	-6	nt	nt	-1.0	-2
COc1ccccc1NC(=S)NCc1ccccn1	-1	3	5	-5	2	-4	4	3	0.0	8
Cc1ccc(NC(=O)COC(=O)c2cccc3c2C(=O)c2ccccc2C3=O)c(C)c1	2	-7	6	-2	-8	2	2	-13	0.5	-23
NC(=O)COC(=O)c1cc(S(=O)(=O)N2CCN(c3ccccc3)CC2)ccc1Cl	-4	1	-2	4	0	-2	-2	-6	-0.5	13
C[C@]12c3[nH]c4ccc(Cl)cc4c3CCN1C(=O)[C@@H](CC(=O)NCc1ccco1)C[C@@H]2C(=O)N1CCCCC1	-1	nt	nt	nt	12	0	0	11	0.0	3
CC1CCc2cc(F)ccc2N1C(=O)CCC(=O)O (centres undefined)	3	-1	-4	6	5	-5	7	-20	-0.2	1
CCOC(=O)c1sc(NC(=S)NC(=O)C2CC2)cc1C	-3	0	4	9	3	-4	-21	5	2.1	15
COc1ccc(C(=O)NCc2oc(-c3ccccc3)cc2C(=O)O)cc1	-3	6	0	10	-1	5	1	-21	0.1	-4
COc1ccc(CCNC(=O)C2CCCN(S(=O)(=O)c3cnc[nH]3)C2)cc1OC (centres undefined)	-18	4	-1	34	-4	-4	2	2	-1.3	-6
CC1CCN(C(=O)CCN2C(=O)C3C4C=CC(C4)C3C2=O)CC1 (centres undefined)	0	-4	-3	47	3	0	4	-7	1.8	15
COc1ccc2nccc(C(N)=O)c2c1	-4	5	1	8	2	-7	8	2	0.4	-71
COc1ccc(OC)c(-n2c(-c3ccc(S(C)(=O)=O)cc3)cc(C=O)c2C)c1	-10	3	1	-4	-7	-3	2	2	0.7	10
COCCNC(=S)NCc1cccs1	1	9	4	15	17	-5	-1	-3	-1.9	1
O=C(NCc1ccccn1)c1cccc(NS(=O)(=O)c2ccccc2F)c1	-5	-5	7	7	-7	-2	3	5&-3	-1.8	-12
O=[N+]([O-])c1ccccc1S(=O)(=O)NCCSCc1ccco1	-2	-1	nt	nt	-5	-7	8	-8	-0.2	5
COc1ccc(OCCCC(=O)NCC(C)C)cc1	-11	-1	-5	2	-3	4	1	3	-0.3	5
N#Cc1ccc(OCC(=O)Nc2ccncc2)cc1	7	3	5	-22	7	-12	-12	1	-5.8	-5
Cc1onc(-c2c(Cl)cccc2Cl)c1C(=O)N1CCN(Cc2ccccc2)CC1	-5	-8	-4	12	0	0	-19	-2	0.2	2
CCOC(=O)c1n[nH]n2c1nc(=O)c1ccccc12	-30	nt	-3	17	12	2	0	-11	-2.4	-5
O=C(COC(=O)c1cccnc1Cl)NC12CC3CC(CC(C3)C1)C2	-5	8	nt	nt	7	-6	3	-8	-0.2	4
N#Cc1ccc(-c2ccc(F)cc2)nc1Oc1ccccc1	-1	-7	-3	21	-2	8	-1	-15	-1.1	-4
Cc1ccc(C=C2C(=O)c3ccccc3C2=O)o1	-13	-25	0	-7	-2	-10	91*	0	-1.5	4
Cc1c(-n2cc(C(=O)O)c(=O)c3cc(F)c(N4CCCC(O)C4)c(F)c32)c(=O)n(-c2ccccc2)n1C (centres undefined)	-8	-2	-1	23	9	-2	2	-18	-0.7	-10
CC(=O)c1cccc(NC(=O)Cn2cnc(S(=O)(=O)N3CCCCC3)c2)c1	2	3	-1	5	6	2	8	0	0.8	-7
CCN(CC)S(=O)(=O)c1cccc(-c2n[nH]c(=S)n2C(C)COC)c1 (centres undefined)	-3	-2	2	-20	-11	4	7	-4	-0.3	-9
Cc1ccc(C(=O)NCCc2nnc3ccc(SCC(=O)Nc4c(C)cc(C)cc4C)nn23)cc1	-2	-4	5	12	-11	-4	4	11	-0.9	-10
CCSc1nc(O)cc(=O)n1-c1ccc(OC)cc1	-4	8	-1	19	5	-1	-3	-11	0.6	0
CCCCN1C(=O)C(=O)NC[C@@H]1CCCCN	4	-5	nt	nt	-3	-6	-5	-13	0.1	3
CCC(Sc1nc2c(c(=O)[nH]1)CCC2)C(=O)Nc1cccc(OC)c1 (centres undefined)	0	-2	4	-1	4	0	-2	7	1.7	3
CC(=O)c1ccc(NC(=O)c2cc(=O)[nH]c3ccccc23)cc1	4	-3	4	17	9	-2	2	-13	-4.3	-11
COc1ccc(CCNC(=O)[C@@H](NC(=O)N2CCn3c2nc2ccccc23)C(C)C)cc1OC	7	6	4	20	8	-4	6	-7	0.0	-2
COc1ccc(Cc2c(C3CCCCC3)nc3cc(C)c(Br)c(C)n23)c(C)c1	0	nt	nt	nt	5	6	nt	nt	0.0	6
O=C(O)CCC(=O)N1N=C(c2ccc(Br)cc2)CC1c1cccs1 (centres undefined)	1	-7	5	43	-7	-7	-3	-12	-0.2	-8
CC(C)C[C@@H](CO)N1CCN(CC(C)C)CCC1=O	-2	-1	-3	-7	5	1	6	-13	-0.6	-4
CCc1ccccc1NC(=O)Nc1c(C)n(C)n(-c2ccccc2)c1=O	2	3	0	30	-4	3	-2	-3	-2.4	-5
COc1ccc(CCn2c(NCc3ccco3)nc3c2c(=O)[nH]c(=O)n3C)cc1	-25	-2	-5	-9	2	2	0	-14	-0.5	4
CCN(CC(=O)NC1CCS(=O)(=O)C1)S(=O)(=O)c1ccccc1Cl (centres undefined)	-2	-6	2	10	-5	-4	1	-2	-2.8	0
CCCn1c(SCC(=O)Nc2ccc3c(c2)OCO3)n[nH]c1=O	-3	-2	nt	nt	1	3	3	-5	-0.2	-21
CC(CC(=O)NCCc1ccc(F)cc1)c1ccccc1 (centres undefined)	?	4	-3	4	3	-2	5	-13	?	9
COc1ccc(Cl)cc1NC(=O)CN(C)C(=O)c1ccc(-n2cncn2)cc1	-5	1	nt	nt	5	-6	3	-12	-0.4	4
O=C(NCc1ccccc1Cl)c1ccc2sc([C@@H]3O[C@H](CO)[C@H](O)[C@H](O)[C@H]3O)nc2c1	-1	nt	nt	nt	-6	-4	nt	nt	-0.7	-2
CCN=C1SC(CC(=O)Nc2ccc(C(F)(F)F)cc2)C(=O)N1CC (centres undefined)	-13	-3	2	-1	2	-1	1	-20	-1.6	-10
Cc1ccc(C)c(N(CC(=O)NN=C2CCCCCCC2)S(C)(=O)=O)c1	11	-5	-5	27	0	5	-3	-8	0.5	3
COc1ccccc1NC(=S)NNC(=O)c1ccc(O)cc1	?	-9	4	33	-3	-2	-5	-25	-3.2	5

One compound at a time, from the list above:
`CCc1ccccc1NC(=O)Nc1c(C)n(C)n(-c2ccccc2)c1=O` as listed: BoNT-F LC inh: 2; Rv3671c protease: 3; SARS 3CLpro inh: 0; DUSP3 inh: 30; PrPC surface inh: -4; Anthrax LF inh2: 3; MazF activator: -2; PriA SSB inh: -3; BoNT-A LC inh2: -2.4; CCHFV vOTU inh: -5
`COc1ccccc1NC(=S)NNC(=O)c1ccc(O)cc1` as listed: BoNT-F LC inh: ?; Rv3671c protease: -9; SARS 3CLpro inh: 4; DUSP3 inh: 33; PrPC surface inh: -3; Anthrax LF inh2: -2; MazF activator: -5; PriA SSB inh: -25; BoNT-A LC inh2: -3.2; CCHFV vOTU inh: 5

Later entries.
molecule	BoNT-F LC inh	Rv3671c protease	SARS 3CLpro inh	DUSP3 inh	PrPC surface inh	Anthrax LF inh2	MazF activator	PriA SSB inh	BoNT-A LC inh2	CCHFV vOTU inh
CC(C)c1cc(C(=O)N/N=C/c2c[nH]c3ccccc23)n[nH]1	?	7	-1	21	1	0	11	nt	?	5
CCC1C(c2ccccc2)=CCC(C(=O)O)C1C (centres undefined)	-4	nt	nt	nt	0	-5	0	-2	-0.2	9
CCCOc1ccc(CN(CCO)CCO)cc1C(=O)OC	-3	4	4	40	-3	-2	-6	-1	-1.0	-14
COC(=O)NCc1ccc(CNC(=O)OC)cc1	-3	2	-3	24	4	-2	0	-5	0.1	-2
CCN(CC)c1ccc(/C=N/Nc2ccc(C)cc2)c(O)c1	-12	-4	2	8	25*	-3	6	nt	1.1	-1
O=C(OCC(=O)N1CCc2ccccc2C1)c1ccc(Cl)c([N+](=O)[O-])c1	-8	-4	nt	nt	-15	-6	7	15	-1.1	12
O=C(CCn1c(=O)[nH]c2ccccc2c1=O)N1CCN(c2ccc(Cl)cc2)CC1	3	0	3	37	0	-5	-6	1	-0.4	10
C1=NCCc2c1[nH]c1ccccc21	-58	4	nt	nt	-11	-1	1	16	-0.6	0
CC(C)(C)CC(=O)Nc1cccc2c1CCCC2	-37	4	1	15	2	1	-4	-8	-1.5	11
CCn1c(CSc2ncccn2)nnc1SCC(=O)N1c2ccccc2CC1C (centres undefined)	-3	11	5	5	0	-5	-5	-3	-4.1	7
COCCCN1C(=O)C(=O)/C(=C(/O)c2ccc(C)cc2)C1c1ccccc1 (centres undefined)	-6	-3	0	4	0	-5	-5	nt	-0.3	21
COc1ccc(-c2cc(C(=O)Nc3c(Cl)cc(Cl)cc3Cl)c3ccccc3n2)cc1OC	-15	-8	-3	6	-5	-4	-18	-6	-0.9	-5
CCNC(=S)N/N=C(\C)c1cccc(OC)c1	-4	0	3	-5	-1	0	11	nt	-0.3	-7
COC(=O)C1=CN(Cc2ccc(OC)c(OC)c2)C=C(C(=O)OC)C1c1cccc(OC)c1OC	-4	-7	-5	-10	-12	6	4	-12	2.7	-173
COc1ccccc1Cc1c(C2CCCCC2)nc2cc(C)c(Br)c(C)n12	7	nt	nt	nt	1	10	nt	nt	-0.4	0
COc1cccc(N/C(SCc2cccc([N+](=O)[O-])c2)=C(/C#N)C(=O)NCc2cccs2)c1	7	-1	0	0	19	-1	4	9	1.1	14
O=C(CCC(=O)c1ccc(F)cc1)OC1CCOC1=O (centres undefined)	?	-6	-2	14	0	-4	-2	-10	0.2	17
Cc1cccc(NC(=O)NCCc2ccc(Cl)cc2)c1	-1	1	10	22	-1	-3	-6	-28	-1.2	13
Cc1cc(C)n(C(=O)c2ccc(NC(=O)C3COc4ccccc4O3)cc2)n1 (centres undefined)	-26	-9	0	-3	-1	-3	6	-7	0.5	8
O=[N+]([O-])c1cccc(/C=N/Nc2nccnc2Cl)c1	5	3	5	3	-32	1	4	nt	0.9	9
COC(=O)C1CCN(C(=O)Cc2ccc(Br)cc2)CC1	-11	-4	-4	10	1	-3	1	1	0.4	-6
CCc1nc2ccc(C(=O)Nc3ccc(C(N)=O)cc3)cn2c1N(C)CCC(C)C	-3	nt	nt	nt	8	-10	nt	nt	-0.2	18
CCCN1CN(Cc2ccccc2)CNC1=S	-17	0	2	16	7	-3	5	7	-1.5	6
O=C(CCN1CCCO1)NC1CCCc2c1cnn2-c1ccccc1F (centres undefined)	-9	6	-4	-3	10	3	4	5	0.8	4
O=C(NC1CC(=O)N(c2ccccc2)C1)N1CCN(C(=O)c2ccco2)CC1 (centres undefined)	3	-9	nt	nt	0	7	3	4	-0.7	-6
Cc1cc(C(C)(C)C)cc(C)c1C[n+]1ccc2ccccc2c1	8	-2	-2	nt	11	2	4	-5	-2.5	1

These rows are one share of the data; the hit share may differ from the screen's.
